# BAZ2B inh – inhibitors of human BAZ2B bromodomain. Q9UIF8. AlphaScreen BAZ2B-H3K14Ac peptide displacement. Potency, µM (top dose mostly 114 µM), for inactives: top-dose activity change, negative = inhibition, hits mostly inhibitors. actives 4.4% (n = 360,000); also: potency is read from the fitted curve at half-maximal effect; % is scaled to controls: 0 for no effect and ±100 for the full control effect; nearly all actives have a fitted effect of over 60% in size
#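 BAZ2B 50 nM plus b-H3(5-23)K14Ac 50 nM, PBS pH 7.4/0.01% Tween-20, 30 min RT; compound added (max 110 uM), 30 min RT; streptavidin donor/Ni-chelate acceptor beads 10 ug/mL final, 20 min dark; AlphaScreen read.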
# Pin1 inh – human Pin1 inhibition; Q13526; Pin1 FP peptide displacement, HiFluor488, 10 min; Potency, µM (doses to about 115 µM), for inactives: at the top dose activity, negative = inhibition, most hits filed as inhibitors; actives 0.009% (n = 390,000); active = well fitted inhibition curve with a large enough effect in the polarisation, with a control signal flat, not every such curve was filed as active; inconclusive = small, poorly fitted or top-dose-only effect, or effect the other way, or a change in a side signal; inactive = no such curve, though single readings can be large or run the other way; the % refers to the polarisation; also: potency is read from the fitted curve at half-maximal effect; % is scaled to controls: 0 for no effect and ±100 for the full control effect
# Target sequence (Q13526 whole entry, looked up): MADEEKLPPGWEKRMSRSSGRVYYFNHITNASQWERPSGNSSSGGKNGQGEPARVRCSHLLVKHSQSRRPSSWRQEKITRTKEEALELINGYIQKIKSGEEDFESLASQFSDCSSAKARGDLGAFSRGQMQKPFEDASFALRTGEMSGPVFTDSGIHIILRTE
# Tb PGK inh – T. brucei PGK inhibition; P07378; PGK/GAPDH coupled, Kinase-Glo luminescence, 60 min; Potency, µM (top dose mostly 57.5 µM), without a hit: at the highest dose activity change, negative = inhibition, most hits filed as inhibitors; actives 0.043% (n = 380,000); AID 602233; also: potency is read from the fitted curve at half-maximal effect; % is scaled to controls: 0 for no effect and ±100 for the full control effect; nearly all actives have a fitted effect of over 60% in size
#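 Luminescent ATP detection (Kinase-Glo Plus) follows a 60-minute room-temperature incubation, with wells lacking PGK as controls. Buffer: 100 mM TEA (pH 7.6), 5 mM MgCl2, 0.01% Tween-20. Coupling enzyme GAPDH (100 nM final) supplies unstable 1,3-BPG in-well.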
# ERG Ets-DNA blk – blocks human ERG Ets domain binding to DNA; P11308; fluorescence polarization, His-ERG Ets domain / labelled DNA; Potency, µM (doses to about 76.9 µM), for the others: top-dose FP activity, negative = inhibition, usual class: inhibitors; actives 0.028% (n = 370,000); AID 624246; active = well fitted inhibition curve with a large enough effect in the polarisation, with a control signal flat; inconclusive = small, poorly fitted or top-dose-only effect, or effect the other way, or a change in a side signal; inactive = no such curve, though single readings can be large or run the other way; the % refers to the polarisation;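 also: polarization taken with two DNA probes labelled with fluorescein and Texas red; potency is read from the fitted curve at half-maximal effect; % of control where 0% means no effect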
#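 His-tagged ERG Ets domain (1 uM in the protein solution; 300mM KCl, 50mM Tris-HCl, 1mM EDTA, 1mM DTT, pH 7.5) received compound, then a probe mix of 5 nM fluorescein-DNA and 100nM Texas-615-DNA. Fluorescence polarization was read for both dyes.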
# GLS inh – glutaminase GLS (human) inhibition. O94925. GLS enzymatic activity, qHTS titration. Potency, µM (series often up to 45.5 µM), for the others: top-dose activity change, negative = inhibition, actives largely listed as inhibitors. actives 0.21% (n = 410,000). AID 624170; also: potency is read from the fitted curve at half-maximal effect; % is scaled to controls: 0 for no effect and ±100 for the full control effect
#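 Assay buffer: 45 mM KH2PO4 pH 8.2, 0.02% Tween-20. hKGA acts on L-glutamine (1 mM solution added); product glutamate is reported by an oxidase/peroxidase Amplex Red coupling, with fluorescence taken at baseline and 30 min.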
# HP1b chromo inh – HP1-beta chromodomain-methylated histone interaction inhibition. Potency, µM (doses to about 114 µM), without a hit: at the highest dose activity change, negative = inhibition, usual class: inhibitors. AlphaScreen HP1-beta / biotin-H3K9me3 peptide binding. AID 540317. actives 0.56% (n = 390,000); also: potency is read from the fitted curve at half-maximal effect; nearly all actives have a fitted effect of over 70% in size; inactives centre near 23
# Target sequence (P83916 whole entry, looked up): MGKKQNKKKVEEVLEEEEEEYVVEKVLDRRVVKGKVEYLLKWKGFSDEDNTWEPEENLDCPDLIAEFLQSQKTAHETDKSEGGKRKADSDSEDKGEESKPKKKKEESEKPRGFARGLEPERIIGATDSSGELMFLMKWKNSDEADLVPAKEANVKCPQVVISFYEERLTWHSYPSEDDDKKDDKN
#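 Compound inhibition of the preformed complex between 50 nM HP1-beta and 50 nM biotinylated H3K9me3 peptide was read by AlphaScreen. Buffer was PBS pH 7.4 with 0.01% Tween-20. Incubations ran 30 min at room temperature, with 10 ug/mL donor/acceptor beads.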
# JMJD2A Tudor inh – blocks the human JMJD2A Tudor domain; O75164; AlphaScreen JMJD2A-Tudor / H3K4me3 peptide binding; Potency, µM (titrated, usually from 114 µM), without a hit: top-dose activity change, negative = inhibition, actives largely listed as inhibitors; actives 4.4% (n = 390,000); also: potency is read from the fitted curve at half-maximal effect; % is scaled to controls: 0 for no effect and ±100 for the full control effect; nearly all actives have a fitted effect of over 50% in size
# G9a block – G9a (human) methyltransferase inhibition | Q96KQ7 | G9a H3K9 monomethylation, AlphaScreen, 2 h | Potency, µM (series often up to 102 µM), for the others: at the highest dose activity, negative = inhibition, usual class: inhibitors | actives 8.8% (n = 350,000) | AID 504332; also: potency is read from the fitted curve at half-maximal effect; % is scaled to controls: 0 for no effect and ±100 for the full control effect; nearly all actives have a fitted effect of over 75% in size
#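 AlphaScreen detection with an anti-monomethyl H3K9 antibody quantified product after a 2 h room-temperature reaction containing 500 nM biotinylated H3K9 peptide, 20 µM SAM and 20 nM enzyme, which had been preincubated 15 min with compound.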
# PI4K2A block – blocks human PI4K2A kinase activity; purified PI4K2A, ADP-Glo luminescence, 1 h; active compounds read low; activity change, negative = inhibition, % at 76.9 µM; actives 0.13% (n = 420,000); Q9BTU6; in the data active = activity change below about -50%; inconclusive = mostly about -30% to -49%;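 also: -100% = wells without enzyme as full effect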
# Target sequence (Q9BTU6 whole entry, looked up): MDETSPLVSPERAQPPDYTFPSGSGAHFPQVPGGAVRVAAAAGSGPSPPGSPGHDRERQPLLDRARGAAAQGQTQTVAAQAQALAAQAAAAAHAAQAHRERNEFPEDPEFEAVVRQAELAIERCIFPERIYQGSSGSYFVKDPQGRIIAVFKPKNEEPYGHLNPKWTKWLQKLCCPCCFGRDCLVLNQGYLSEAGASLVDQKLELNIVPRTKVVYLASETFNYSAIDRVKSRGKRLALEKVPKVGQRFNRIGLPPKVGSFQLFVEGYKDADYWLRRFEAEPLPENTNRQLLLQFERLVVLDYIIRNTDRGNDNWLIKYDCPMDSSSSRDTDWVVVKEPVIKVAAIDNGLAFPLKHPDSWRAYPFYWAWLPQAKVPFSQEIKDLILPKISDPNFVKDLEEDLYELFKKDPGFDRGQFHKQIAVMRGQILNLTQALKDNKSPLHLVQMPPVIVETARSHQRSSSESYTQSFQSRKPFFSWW
#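 PI4K2A activity was measured by ADP-Glo luminescence: enzyme (4 ug/mL stock) and phosphatidylinositol (1.2 mM stock) in Tris pH 7.5/MgCl2/EGTA/Triton X-100 buffer were reacted with ATP (300 microM stock) for one hour at ambient temperature.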
# Starred values were filed as active, the others as inactive; i = inactive; ? = inconclusive; . = no result given; [ ] = remark or other dose. Unless noted, calls follow the shape of the dose curve; as a rule, active = well fitted curve in the direction sought with a large enough effect; inconclusive = small, poorly fitted or top-dose-only effect, or another doubt; inactive = no such curve, though single readings can be large; an effect the other way counts as inactive or inconclusive. Not a hit list; overall some 11% were active at least once.
SMILES,BAZ2B inh,Pin1 inh,Tb PGK inh,ERG Ets-DNA blk,GLS inh,HP1b chromo inh,JMJD2A Tudor inh,G9a block,PI4K2A block
Cc1ccc(OCC(=O)N(Cc2nnc(-c3ccccc3Cl)o2)C2CC2)cc1C,9%,0%,3%,1%,0%,36%,-2%,7%[12.7 µM],-1
Cc1csc(=O)n1CC(=O)OCC(=O)Nc1ccc(C(N)=O)cc1,-1%,-5%,i,11%,-5%,57%[activator],-2%,23%[12.7 µM],-2
Cc1ccccc1NC(=O)c1sc(Cl)nc1C,4%,-12%,0%,-1%,15%,53%[activator],1%,15%[59 µM],0
NC(=O)C1(NC(=O)[C@@H]2CC3(CC(c4cccc(NC(=O)[C@@H]5CCC(=O)N5)c4)=NO3)CN2C(=O)Cc2ccc(Cl)cc2)CC1 (stereo partly specified),-3%,4%,-10%,-27%,-6%,34%,-3%,14%,2
COCC(=O)Nc1ccccc1Br,11%,-11%,0%,-4%,6%,?,-5%,8%[59 µM],5
N#C/C(=C\c1ccc(O)c(O)c1)C(=O)N1CCCC1,.,-7%,-5%,3%,?,36%,?,13µM*,-2
O=C(CSc1nccn1Cc1ccccc1)Nc1ccccc1,?,-5%,i,11%,1%,10%,-25%,.,-6
CC(=O)Nc1ccc(N=Cc2ccc(OCc3ccccc3)cc2)cc1,4%,1%,-9%,-3%,21%,46%[activator],1%,10%[59 µM],-6
COc1ccccc1Nc1nc(-c2cccs2)cs1,?,7%,-7%,-8%,17%,-15%,-25%,?,-3
O=C(OCCNc1ccc(C(F)(F)F)cc1[N+](=O)[O-])c1cc2ccccc2oc1=O,0%,34%[activator],3%,-4%,1%,7%,-19%,2%,5
O=C(NCc1ccccc1)C1=C[C@H](c2ccc(Br)cc2)C[C@H](OCc2ccc(CO)cc2)O1,16%,21%,-8%,19%,-2%,33%,-19%,70%[activator][59 µM],0
CC(=O)c1ccc(N2CCN(C(=O)CN(C)S(=O)(=O)c3cnc[nH]3)CC2)cc1,0%,-8%,-1%,-8%,1%,19%,-14%,-47%,-1
Cc1sc(-n2cccc2)c(C(=O)O)c1C,50µM*,-5%,-7%,-1%,-8%,28%,-36%,1%[59 µM],-4
CS(=O)(=O)Nc1ccc(C(=O)NCc2ccc3c(c2)OCO3)cc1,-6%,-1%,-9%,-1%,-2%,25%,-19%,-35%[12.7 µM],2
Oc1ccc(-c2nc3ccccc3s2)c(O)c1,15%,3%,-3%,-9%,5%,84%[activator],13%,14%,-6
COC(=O)c1[nH]c2ccc(C)cc2c1NC(=O)CCN1CCN(Cc2ccc3c(c2)OCO3)CC1,-10%,0%,i,5%,23%,-3%,-24%,-6%[59 µM],11
Cc1cccc(C(=O)NCC(=O)NC2CCN(Cc3ccccc3)CC2)c1,.,-8%,12%,1%,8%,7%,-16%,.,3
CCOCCCNC(=O)c1[nH]c2cc(C)ccc2c1Sc1ccc(Cl)cc1,-36%,2%,i,-3%,1%,-2%,?,?,-4
CN(Cc1ccccc1)c1nc(-c2ccc(F)cc2)cc(C(F)(F)F)n1,312%[activator],-4%,i,8%,5%,295%[activator],280%[activator],353%[activator][59 µM],3
Cc1ccc(NC(=O)CSc2nnc(COc3ccc(Cl)cc3)o2)c(C)c1,-2%,-1%,-2%,0%,1%,28%,7%,-6%[59 µM],-2
CN(C)CCCN(C(=O)c1ccc(S(=O)(=O)N2CCc3ccccc32)cc1)c1nc2c(Cl)cccc2s1,?,?,9%,6%,8%,-14%,?,40µM*,-2
O=C1CCCC/C1=C\Nc1ccccc1C(=O)O,-28%,?,-5%,-2%,0%,13%,?,50µM*,-2
O=C(c1ccccc1)n1nnc2ccccc21,8%,-1%,-1%,2%,?,41%[activator],-3%,4%[59 µM],-3
CCCCn1nc2cc(C(=O)NCc3ccccc3)ccc2c1OCC,-1%,-2%,-8%,2%,1%,40%,-6%,-1%[12.7 µM],0
Cc1ccc(C(=O)NNC(=O)CSc2nnc3c(n2)[nH]c2ccc(F)cc23)cc1,?,11%,-12%,0%,7%,-41%,20µM*,.,1
COc1ccccc1CNC(=O)COC(=O)c1ccco1,.,-3%,-6%,-1%,-1%,27%,-3%,.,-2
Cc1c(C)n(Cc2ccccc2)c2ccc(C(=O)NCCN3CCOCC3)cc12,?,7%,0%,-3%,7%,7%,?,?,-2
Cc1ccc(C)c(N2CCN(C3(c4ccccc4)C(=O)c4ccccc4C3=O)CC2)c1,6.3µM*,1%,3%,-1%,-1%,-24%,?,7.1µM*,-2
COc1ccc(NC(=O)CNc2cc(S(=O)(=O)N3CCOCC3)ccc2N2CCOCC2)c(OC)c1,.,5%,i,-16%,14%,37%,-8%,.,-9
O=C(O)c1cc(-c2cccc3ccccc23)nc2ccccc12,0%,-3%,-3%,-10%,-4%,29%,-5%,?,-8
Nc1ccc(NC(=O)c2cccs2)c(Cl)c1,-8%,-15%,-3%[11.5 µM],.,34%[activator],13%,-7%,-21%,-1
CCn1ncc(/C=C/C(=O)C2CC2)c1C,-2%,7%,i,11%,-7%,11%,-6%,-1%[59 µM],0
COc1ccc(S(=O)(=O)Nc2ccc(Cl)cn2)cc1,-29%,-8%,-6%,-6%,-3%,53%[activator],-5%,-18%[59 µM],-5
O=S(=O)(NCCc1csc(-c2cccnc2)n1)c1ccc(F)cc1,1%,-6%,-4%,7%,5%,8%,-17%,97%[activator],2
NC(=O)CC(NC(=O)c1ccccc1)c1ccc(NCCOc2ccccc2)c([N+](=O)[O-])c1 (stereo unspecified),-31%,30%,-9%,1%,-1%,-15%,?,?,3
Fc1ccc(-c2nnc(Cc3nnc(-c4ccc(F)cc4)o3)o2)cc1,0%,37%[activator],i,2%,-1%,25%,-11%,16%,2
Cc1ccc(NC(=O)OCCNC(=O)c2ccncc2)cc1,3%,-6%,i,.,-12%,31%,-8%,23%[0.0925 µM],1
CCCC(=O)Nc1nn(C)c2nc3c(C)cccc3cc12,.,10%,6%,-1%,-4%,41%[activator],8%[11.4 µM],28%[59 µM],-9
CCOC(=O)CCSc1nc(C)c2cc(C)ccc2n1,21%,2%,.,.,0%,60%[activator],52%[activator],4%[59 µM],4
CC(C)COc1ccc(-c2nnn(CC(=O)N3CCCC3)n2)cc1,0%,0%,13%,0%,-7%,14%,-20%,-7%[59 µM],1
CSc1nc2ccc(NC(=O)c3c(-c4ccccc4)noc3C)cc2s1,-7%,8%,3%,12%,7%,33%,-1%,-2%,3
O=C1NC(=S)NC1=Cc1ccccc1O,.,48%[activator],-1%,45%[activator],2%,15%[57 µM],-14%,.,0
Cc1ccc(C(=O)NC2(C(F)(F)F)N=C(c3ccccc3)N(Cc3ccccc3)C2=O)cc1 (stereo unspecified),-18%,4%,i,9%,1%,37%,-17%,-1%[59 µM],-3
CC[C@]1(c2ccccc2OC)C(=O)N(C(=O)OC)N1C(=O)OC,-1%,2%,-6%,7%,2%,44%[activator],1%,.,-1
CNC[C@H]1Oc2c(NS(=O)(=O)c3ccc(OC)cc3)cccc2C(=O)N([C@H](C)CO)C[C@H]1C,.,36%[activator],-4%,8%,5%,18%,-13%,.,3
Cc1nn2c(NCCCN(C)C)c3c(nc2c1-c1ccccc1)CCCC3,-25%,4%,4%,-4%,?,-5%,-36%,.,0
CN(c1ccccc1)S(=O)(=O)c1cccc(NC(=O)Cc2ccc(Cl)cc2)c1,4%,4%,0%,1%,3%,13%,-20%,-11%[12.7 µM],5
Cc1cccc(C)c1NC(=O)C(NC(=O)CN1C(=O)c2ccccc2C1=O)c1ccccc1 (stereo unspecified),7%,0%,i,-8%,3%,50%[activator],5%,14%,5
CN1CCN(C(=S)SCC(=O)N2CCCc3ccccc32)CC1,-10%,-2%,2%,-6%,12%,14%,-8%,.,4
COc1ccc(F)cc1C(=O)C1CCCN(C(=O)c2cccc(N(C)C)c2)C1 (stereo unspecified),?,-16%,i,5%,9%,13%,?,?,-4
Cc1ccc(C23CC4CC(CC(C(=O)NN)(C4)C2)C3)cc1,4%,5%,5%,0%,20%,54%[activator],-21%,31%,7
CC/C(=N\Nc1ccnc2cc(Cl)ccc12)c1ccc(O)cc1,?,-4%,-7%,15%,24%,-34%,?,28µM*,1
Cc1nc(Nc2ccccc2F)c2nnn(Cc3ccccc3Cl)c2n1,-6%,1%,-3%,6%,1%,26%,13%,.,-2
NC(=O)CC[C@@H]1NC(=O)[C@@H]2CCCN2C(=O)c2cc([N+](=O)[O-])cc(I)c2NCCC[C@@H](C(=O)NC(CC(=O)O)C(N)=O)NC1=O (stereo partly specified),-3%,-16%,-6%,0%,0%,21%,-12%,?,-6
CCOc1cc(CNC(=O)c2cc(-c3ccc(Cl)s3)nc3ccccc23)ccc1OC,-1%,14%,-4%,1%,4%,44%[activator],2%,1%[59 µM],2
CC1CCCCC1NC(=O)c1nnc(Cc2ccc(Cl)cc2)o1 (stereo unspecified),1%,-4%,-8%,-1%,-5%,48%[activator],4%,3%,4
NC(=O)c1ccccc1NC(=O)/C=C/c1ccccc1,8%,3%,5%,2%,5%,18%,0%,11%[59 µM],3
